Anesthetic bind: candidate novel general anesthetic via apoferritin binding. apoferritin/1-aminoanthracene competitive binding, fluorescence. Potency, µM (highest dose often 77.5 µM), without a hit: top-dose activity change, negative = displacement, most hits filed as inhibitors. 350,000 compounds, 0.074% hits. AID 485281; also: potency is read from the fitted curve at half-maximal effect; % is scaled to controls: 0 for no effect and ±100 for the full control effect; nearly all actives have a fitted effect of over 20% in size
Target sequence (P02791 2-175 limits assumed): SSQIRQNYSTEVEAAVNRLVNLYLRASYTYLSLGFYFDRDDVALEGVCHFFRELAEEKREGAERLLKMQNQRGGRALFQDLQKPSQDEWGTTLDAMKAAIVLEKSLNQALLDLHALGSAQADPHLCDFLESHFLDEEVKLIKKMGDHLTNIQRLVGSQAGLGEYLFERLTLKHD
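Horse-spleen apoferritin (10 uM) was mixed with 50% saturated 1-aminoanthracene in PBS, exposed to compounds for 10 min at room temperature, and read for fluorescence (ex 380 nm, em 535 nm). Competitive displacement was fitted with a four-parameter Hill equation.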
POLI inh: blocks human DNA polymerase iota activity. Pol iota fluorescent replication assay, 10 min. Potency, µM (titrated, usually from 115 µM), without a hit: at the top dose activity, negative = inhibition, actives largely listed as inhibitors. 390,000 compounds, 1% hits. AID 588590; also: potency is read from the fitted curve at half-maximal effect
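Pol iota at 10 nM preincubated 15 min with compounds at room temperature; reaction started with fluorescent substrate, 50 nM final. Fluorescence read kinetically at 0 and 10 min; buffer-only wells as negative control.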
POLK inh: DNA polymerase kappa (human) inhibition; AID 588579; purified Pol kappa, fluorescent DNA synthesis assay, 10 min; Q9UBT6; Potency, µM (top dose mostly 107 µM), without a hit: at the highest dose activity, negative = inhibition, hits mostly inhibitors; 400,000 compounds, 0.53% hits; also: potency is read from the fitted curve at half-maximal effect; % is scaled to controls: 0 for no effect and ±100 for the full control effect
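First, compounds were pin-transferred onto 10 nM Pol kappa. After 15 min at room temperature, substrate was added to 50 nM final. Fluorescence was then measured kinetically at 0 and 10 min.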
LDHA block: blocks human lactate dehydrogenase A; activity change, % (values are at about 110 or 230 µM); 480,000 compounds, 0.15% hits; purified LDHA, NADH/diaphorase-resazurin fluorescence; active compounds read low; P00338; in the data active = activity change below about -30%; inconclusive = mostly about -25% to -30%;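 also: plate controls were DMSO wells for no effect and wells without enzyme for full effect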
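Human LDH5 (2 nM) was incubated with 0.06 mM NADH and 0.2 mM pyruvate for 5 min at room temperature in Tris pH 7.4. Remaining NADH was coupled through diaphorase/resazurin, and resorufin fluorescence was read at 0 and 20 min.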
BLM helicase inh: inhibitors of human Bloom syndrome helicase BLM. 350,000 compounds, 0.2% hits. P54132. recombinant BLM DNA unwinding, fluorescence dequenching. Potency, µM (highest dose often 56.1 µM), without a hit: at the highest dose activity change, negative = inhibition, hits mostly inhibitors;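 also: potency is read from the fitted curve at half-maximal effect; plate controls were vehicle for no effect and no enzyme for full effect; nearly all actives have a fitted effect of over 35% in size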
APE1 inh: blocks human APE1 abasic DNA cleavage; P27695; Potency, µM (titrated, usually from 65.8 µM), without a hit: top-dose activity change, negative = inhibition, actives largely listed as inhibitors; AID 2517; recombinant APE1, TAMRA/BHQ-2 abasic DNA cleavage fluorescence; 350,000 compounds, 0.35% hits;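 also: potency is read from the fitted curve at half-maximal effect; plate controls were vehicle for no effect and reference inhibitor for full effect; nearly all actives have a fitted effect of over 55% in size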
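Kinetic fluorescence read (525 ex/598 em nm, three reads 60 s apart) of AP-site incision; signal = third minus first read. Enzyme 0.75 nM, dual-labelled THF duplex 50 nM, compound preincubation 15 min RT.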
Pol beta inh: inhibitors of human DNA polymerase beta | 340,000 compounds, 1.3% hits | AID 485314 | Pol beta primer extension/strand displacement, fluorescence kinetic | Potency, µM (series often up to 114 µM), inactives show at the top dose activity change, negative = inhibition, hits mostly inhibitors; also: potency is read from the fitted curve at half-maximal effect; % is scaled to controls: 0 for no effect and ±100 for the full control effect
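10 nM enzyme + cpd, 15 min RT; start with substrate 50 nM final; read 0 min and after 10 min RT. Corrected, normalized data; 4-parameter Hill curve fit.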
GRP78 ERSR act: induces the endoplasmic reticulum stress response in human glioma cells; U87-MG GRP78 promoter luciferase reporter, 16 h; Potency, µM, inactives show at the highest dose activation, usual class: activators; 420,000 compounds, 0.02% hits; AID 602332; also: potency is read from the fitted curve at half-maximal effect; series mostly up to about 76 µM; % of control where 0% means no effect; nearly all actives have a fitted effect of over 35% in size
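Stably transfected U87-MG human glioma cells carrying a GRP78-based luminescent sensor were seeded at 1000 cells/well, pin-dosed with compounds and incubated 16 h. Luciferase reagent was then added, and end-point luminescence was read after 10 min at room temperature.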
POLH inh: inhibitors of human DNA polymerase eta; recombinant Pol eta, fluorescent DNA replication assay; Q9Y253; 390,000 compounds, 1.2% hits; Potency, µM (top dose mostly 114 µM), inactives show top-dose activity change, negative = inhibition, usual class: inhibitors; also: potency is read from the fitted curve at half-maximal effect; % is scaled to controls: 0 for no effect and ±100 for the full control effect
Target sequence (Q9Y253 whole entry, looked up): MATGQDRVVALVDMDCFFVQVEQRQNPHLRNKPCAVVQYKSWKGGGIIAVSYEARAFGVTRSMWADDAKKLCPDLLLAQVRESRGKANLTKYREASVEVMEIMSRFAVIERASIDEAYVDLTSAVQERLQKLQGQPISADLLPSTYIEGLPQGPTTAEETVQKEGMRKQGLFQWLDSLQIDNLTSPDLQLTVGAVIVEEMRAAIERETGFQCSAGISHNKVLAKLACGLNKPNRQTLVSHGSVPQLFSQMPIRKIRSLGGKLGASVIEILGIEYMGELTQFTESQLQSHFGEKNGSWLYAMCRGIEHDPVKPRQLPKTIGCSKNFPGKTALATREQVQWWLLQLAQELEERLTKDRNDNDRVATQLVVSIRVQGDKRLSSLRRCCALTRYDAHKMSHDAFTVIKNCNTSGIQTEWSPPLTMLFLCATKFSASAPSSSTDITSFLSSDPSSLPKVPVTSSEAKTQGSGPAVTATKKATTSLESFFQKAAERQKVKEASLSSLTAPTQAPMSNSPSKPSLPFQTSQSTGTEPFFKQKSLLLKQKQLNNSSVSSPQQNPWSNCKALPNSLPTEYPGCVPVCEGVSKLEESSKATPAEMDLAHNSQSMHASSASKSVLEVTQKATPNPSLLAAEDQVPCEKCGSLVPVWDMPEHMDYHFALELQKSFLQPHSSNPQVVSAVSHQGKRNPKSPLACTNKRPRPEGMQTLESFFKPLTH
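Fluorescent replication assay: 50 nM final substrate added after a 15 min room-temperature compound preincubation with 10 nM enzyme. Signal taken at 0 min and again at 10 min.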
* hit, by the source's call; ? = inconclusive; / = no result given; & = joins results of further samples; [ ] = remark or other dose. Unless noted, calls follow the shape of the dose curve; as a rule, active = well fitted curve in the direction sought with a large enough effect; inconclusive = small, poorly fitted or top-dose-only effect, or another doubt; inactive = no such curve, though single readings can be large; an effect the other way counts as inactive or inconclusive.

Start of the listing, in advance:
SMILES	Anesthetic bind	POLI inh	POLK inh	LDHA block	BLM helicase inh	APE1 inh	Pol beta inh	GRP78 ERSR act	POLH inh
O=C(NCCc1ccc(O)cc1)c1ccc(Cl)cc1	-13%	-6%	-4%	-2	-2%	-5%	20%	-6%	-15%
Cc1cccc(CSCCNC(=O)CN2C(=O)c3ccccc3S2(=O)=O)c1	-6%	79%[activator]	-16%	-9	-3%	-10%	1%	5%	-9%
CCCCn1c(=O)n(CC(O)c2ccccc2)c(=O)c2c1ncn2C1CCCC1 (centres undefined)	-23%	16%	-14%	-9	3%	-3%	?	-3%	-6%

The listing, repeating the preview:
SMILES	Anesthetic bind	POLI inh	POLK inh	LDHA block	BLM helicase inh	APE1 inh	Pol beta inh	GRP78 ERSR act	POLH inh
O=C(NCCc1ccc(O)cc1)c1ccc(Cl)cc1	-13%	-6%	-4%	-2	-2%	-5%	20%	-6%	-15%
Cc1cccc(CSCCNC(=O)CN2C(=O)c3ccccc3S2(=O)=O)c1	-6%	79%[activator]	-16%	-9	-3%	-10%	1%	5%	-9%
CCCCn1c(=O)n(CC(O)c2ccccc2)c(=O)c2c1ncn2C1CCCC1 (centres undefined)	-23%	16%	-14%	-9	3%	-3%	?	-3%	-6%
CCCCc1ccc(NC(=O)C2CCN(S(C)(=O)=O)CC2)cc1	-11%	5%	0%	0	-6%	-3%	?	-2%	-6%
COc1ccc(N=C2SCC(=O)N2Cc2ccccc2)cc1	-10%	9%	-4%	-8	-9%	2%	-29%	5%	-1%
COc1ccc(NC(=S)NCCCc2ccccc2)cc1	-3%	-40%	-1%	-1	-2%	-2%	-15%	13%	-10%
O=C(Cc1ccccc1)NNS(=O)(=O)c1ccc([N+](=O)[O-])cc1	4%	9%	-3%	-1	-3%	15%	22%	5%	-4%
CCN(CC)c1ccc(NC(=O)CCc2nnc3ccc(N4CCCC4)nn23)c(C)c1	?	17%	12%	9	2%	19%	6%	-5%	-13%
CCOc1ccc(CCNC(=O)c2nn(C)c3c2CS(=O)(=O)c2ccccc2-3)cc1	-3%	6%	-2%	-8&14	-5%	6%	5%	-1%	3%
Cc1ccccc1CNC(=O)C(=O)NCC(c1cccs1)S(=O)(=O)c1ccc(Cl)cc1 (centres undefined)	?	8%	-10%[60.1 µM]	1	-6%	/	-23%	-1%	-15%
CCOc1ccccc1NC(=O)NCc1ccccc1	-6%	31%	-11%	-2	2%	-1%	58%[activator]	-1%	-4%
O=c1cc(N2CCN(Cc3ccccc3)CC2)c(-c2ccccc2)n[nH]1	-10%	7%	-5%	-14	1%	-3%	4%	-3%	-12%
CC(C)C(=O)Nc1c2c(nn1-c1ccccc1)CSC2	-3%	10%	4%	-2	-2%	8%	-10%	-3%	-8%
Cc1cc(C)c(C)c(S(=O)(=O)NCc2ccc(C(=O)N3CCN(C)CC3)cc2)c1C	-12%	85%[activator]	-8%	-4	2%	37%	?	-1%	-10%
Cc1ccc(O)c(CNCCNCc2cc(C)ccc2O)c1	/	-6%	-14%	4	/	52%[activator]	/	-6%	-15%
Cc1ccc(C)c(N2CCN(c3ncnc4c3nc3n4CCCC3)CC2)c1	-7%	-14%	-15%	-6	-6%	/	-14%	-2%	-10%
N#Cc1ccc(CSc2nnc(-c3ccc(Br)cc3)o2)cc1	-4%	38%[activator]	12%	-2	-3%	/	2%	-3%	-22%
S=c1nc(-c2ccccc2Cl)n(Cc2cccnc2)c2c1CCCC2	2%	-17%	1%	3	-11%	17%	37%	-4%	-14%
CC(C)(C)OC(=O)N(CCc1ccccc1)Cc1ccccc1OCc1ccc(NC(=O)C2CCCC2)cc1	/	-3%	-1%	-4	/	/	/	1%	-6%
O=C(NC1CCCC1)c1ccc(CS(=O)(=O)c2ccc(Br)cc2)o1	-11%	25%	8%	1	-3%	1%	0%	-5%	-8%
CCn1cc(/C=N/NS(=O)(=O)c2ccc(OC)cc2)c(C)n1	-10%	2%	-20%	-1	-5%	17%	1%	-3%	-12%
c1ccc2c(c1)CCN(c1ncnc3c1[nH]c1ccccc13)C2	5%	?	-12%	-15	-12%	-3%	-9%	-15%	-2%
CC(C)(C)NC(=O)COC(=O)CCC(=O)c1ccc(Cl)cc1	-12%	58%[activator]	3%	-5	-3%	-2%	12%	-5%	3%
CC1(C)OC2CCN3C(C(O)COS3(=O)=O)C2O1 (centres undefined)	-8%	21%	-13%	-8	-3%	24%	20%	-3%	-5%
Cc1ccc(C(=O)Nc2ccccc2C(=O)OCc2cc(=O)n3nc(C4CC4)sc3n2)cc1	34%[activator]	18%	-7%[60.1 µM]	0	0%	/	-14%	-2%	-27%
Cc1ccc(-c2cc(C(F)F)n3ncc(C(=O)N4CCN(c5cccc(C)c5C)CC4)c3n2)cc1	-24%	6%	-6%	-1	-3%	-2%	40%	-6%	-15%
CC(C)Cn1c(SC(C)C(=O)Nc2ccc3c(c2)OCCO3)nc2ccccc2c1=O (centres undefined)	-19%	0%	-14%	6	-13%	-6%	10%	-1%	0%
CCOc1cccc(CNCCO)c1OCc1ccc(Cl)cc1	-4%	5%	-3%	-8	-4%	?	2%	-3%	-11%
COCCCNC(=O)c1cccc2c(=O)c(C)c(-c3ccccc3)oc12	6%	19%	-14%	1&-5	5%	14%	0%[57.1 µM]	-2%	-17%
CC(C)Cn1c(N)c(C(=O)COC(=O)COc2cccc(C(F)(F)F)c2)c(=O)n(C)c1=O	-11%	41%[activator]	-7%	-4	-12%	-22%	?	0%	-15%
COc1cccc2sc(=NC(=O)CS(=O)(=O)c3ccc(F)cc3)n(C)c12	/	16%	2%	-11	/	-10%	/	-3%	-20%
Nc1[nH]nc2nc(-c3ccccc3)[nH]c(=O)c12	-2%	6%	10%	2	-5%	-6%	0%	-1%	-6%
Cc1cccc(CC(=O)NCC2CCCCC2)c1	?	-24%	-14%	-8	-2%	-3%	-20%	2%	-4%
O=C(c1cc(F)ccc1F)C1CCCN(C(=O)CCCN2CCCCC2=O)C1 (centres undefined)	-8%	28%	-5%	-1	-2%	6%	0%	0%	-12%
O=c1oc2ccccc2c(O)c1C=Nc1cccnc1	-11%	149%[activator]	-5%	-4	-3%	-9%	39%	-3%	-19%
CC(C)c1nc(-c2ccccn2)no1	-7%	20%	-8%	-12	-1%	-1%	23%	3%	-8%
Cc1ccc(C(=O)NNC(=O)CSc2nnc(C3CC3)n2C)cc1	0%	19%	3%	0	-1%	46%[activator]	?	1%	-15%
O=[N+]([O-])c1cccc(/C=C/c2ccc3cccc(O)c3n2)c1	-9%	32%[activator]	-4%	1	-4%	44%	0%	8%	-11%
CCOc1ccc(N(CC(=O)O)S(=O)(=O)c2cccnc2)cc1	-6%	1%	-3%	-11	-1%	-3%	10%	-2%	-9%
O=C(Cn1cnc2ccccc21)Nc1ccc2c(c1)OCCCO2	/	-2%	13%	1	/	24%	/	3%	0%
O=C(COc1nsnc1N1CCOCC1)N/N=C/c1ccccc1O	7%	32%[activator]	3%	-1	-1%	-1%	0%	-2%	-8%
CCN(C[C@H]1N[C@@](Cc2ccccc2)(C(=O)OC)[C@H]2C(=O)N(Cc3ccccc3)C(=O)[C@@H]12)C(=O)Nc1ccc(Cl)cc1	/	-6%	-3%	-3	/	-1%	/	0%	-15%
O=C(Cc1ccccc1)c1c[nH]c(C(=O)C(Cl)(Cl)Cl)c1	-3%	85%[activator]	-11%	-1	0%	51%	3%	-5%	5%
CC(C)(C)c1ccc(C(=O)NNC(=O)Cc2cccc3ccccc23)cc1	?	32%	-4%	8	7%	-7%	-1%	1%	-12%
CCOC(=O)CSc1nc2cc3c(cc2c(=O)n1CCCC(=O)NCCc1ccc(OC)c(OC)c1)OCO3	-10%	-5%	8%[60.1 µM]	9	3%	/	2%	-3%	-10%
O=C(CNc1cccc2ccccc12)N/N=C/c1cccc(Oc2ccccc2)c1	-3%	?	-8%	8	-13%	11%	16%	9%	-19%
CCN(C(=O)c1cc(Cl)ccc1OC)c1ccccc1C	-5%	-6%	-10%	-4	-2%	7%	-1%	-4%	-17%
CCC(C)NC(=O)C1CCN(S(=O)(=O)c2ccc3nc4c(c(C(=O)O)c3c2)CCCCC4)CC1 (centres undefined)	-1%	8%	9%	0	1%	54%[activator]	26%	-3%	-10%
N#Cc1cc2ccccc2nc1SCc1ccccn1	-21%	22%	-19%	-1	1%	-1%	19%	3%	-2%
CCNC(=O)CCn1nc(-c2ccc(C)cc2)c2ccccc2c1=O	-5%	30%[activator]	-1%	-7	0%	-18%	3%	-2%	-14%
Oc1cnc2ccccc2c1CN1CCOCC1	-5%	?	-1%	-5	3%	-1%	6%	-4%	14%
O=C(Cn1c2c(sc1=O)C1c3ccccc3OCC1CS2)Nc1ccc(Cl)c(Cl)c1 (centres undefined)	-6%	-8%	-25%	-3	-3%	9%	10%	-2%	-8%
COc1ccc(C)cc1S(=O)(=O)N1c2ccc(C)cc2C2CN(C)CCC21 (centres undefined)	/	-4%	-5%	-19	/	36%	/	-1%	-13%
O=C(CSc1nnc(NC(=O)c2ccco2)s1)NC1CCCC1	-4%	29%	-17%	-6	0%	0%	2%	1%	-2%
Cc1cccnc1NC(=O)C1CCCN1S(=O)(=O)c1ccc(Cl)cc1 (centres undefined)	0%	-10%	-12%	-4	2%	19%	-1%	-5%	-2%
COc1ccccc1CNC(=O)COC(=O)Cc1c(Cl)cccc1Cl	-7%	49%[activator]	-5%	-4	-2%	1%	-25%	-5%	-13%
CCc1ccccc1NC(=O)N1C2CCCC1CC(NC(=O)C(C)(C)C)C2 (centres undefined)	-8%	11%	-20%	-2	-1%	16%	30%	-4%	0%
COc1cccc(/C=C2/Sc3ccc(C(=O)NCCCN4CCCC4)cc3NC2=O)c1	-13%	-22%	6%	-2	38%[activator]	-7%	-1%	-8%	-29%
Cc1ccnc(N2CCC(C(=O)NCc3ccc(F)cc3)CC2)n1	-8%	20%	-8%	-2	1%	6%	33%[activator]	-4%	-15%

Only part of the results is shown (hit frequency here may not be typical).
